High-throughput results from PubChem.
Insulin prom up: insulin promoter activators in MIN6 cells, imaging, high-content screening, mouse beta cells; MIN6 insulin promoter-GFP reporter; active compounds read high; z-score at 5 µM; actives 0.3% (n = 190,000);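 active = z-score above 3 at 5 µM with at least 500 cells counted in the well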
b-catenin transl: modulators of beta-catenin nuclear translocation, primary screen, imaging, HeLa cells, immunofluorescence, high-content. actives 0.3% (n = 190,000). nuclear translocation activity, % at 5 µM;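 active = nuclear translocation activity above 50% at 5 µM, with a well cell count of 50 or more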;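 note: per-cell ratio of nuclear to cytoplasmic median beta-catenin stain intensity; plate controls were DMSO negative control for no effect and GSK-3 inhibitor IX positive control for full effect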
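test system = HeLa cells, endogenous beta-catenin | dosing = single 5 µM dose plus 0.02–20 µM confirmation series | times = compound treatment 24 h, 37°C, 5% CO2 | technique = beta-catenin immunofluorescence imaging with DAPI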
Myeloid diff MLP: induction of myeloid progenitor differentiation, primary screen, cell-based, flow cytometry, MLPCN library; ER-HoxA9 myeloid progenitors, lysozyme-GFP differentiation; calls only at 10 µM; actives 1% (n = 360,000); AID 624256, 2012;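 active = normalized GFP-positive differentiation at or above the plate's own cutoff, the solvent-only control mean plus 3 SD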;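 note: cells exposed to compound for four days before flow analysis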
Autophagy HCS: autophagy modulators in MEF cells, primary screen, imaging, high-content, MEF GFP-LC3; MEF GFP-LC3 puncta imaging; test concentration mostly 10 µM; calls only at 10 µM (by protocol); actives 0.98% (n = 190,000);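 active = percentage of spot-positive cells more than 3 SD above its plate mean, without a fluorescence outlier flag or 80% toxicity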;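 note: spot-positive cell cutoff set from DMSO-treated cells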
T cell HTS: modulators of CD8 T cell-vesicle binding, primary screen, mouse 2C CD8+ T cells, flow cytometry | AID 2052, 2009 | actives 0.068% (n = 330,000) | 2C CD8+ T cell-vesicle binding; active compounds read low | calls only at 7 µM;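 active = response, share of CD8 T cells binding vesicles, and their 90th percentile fluorescence all below set limits, cut at about 80% in these data, passing the limit was not always enough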
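Material: 2C TCR transgenic mouse naive CD8+ T cells, MACS-purified. Also added: QL9-charged Drosophila Ld/ICAM-1/B7-1 vesicles. Timing: binding 1.5 h at 37 °C. Measured by: high-throughput flow cytometry with anti-B7-1 and anti-CD8 staining. Read-out: percent CD8+ FL2 mean versus row control. Controls: Unloaded micro-vesicles (low), QL9 vesicles with 0.7% DMSO (high).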
MT stabilize HCS: microtubule stabilizers in HeLa cells, primary screen, imaging, high-content imaging. HeLa tubulin immunostaining HCS, 24 h; share of cells brighter than vehicle mean+2SD. % tubulin-high responders, % at 10 µM. actives 0.83% (n = 200,000);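 active = plate Z-score above 3 for both tubulin-high and condensed-nucleus cell shares, with cell loss under 80%, at 10 µM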;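 note: anti alpha tubulin signal scored within the nucleus-defined area of each cell; some results filed as inactive read as strong as hits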
Hep lipid drop: inhibitors of hepatocyte lipid droplet formation, primary screen, imaging, high-throughput imaging, BODIPY stain; AID 1656, 2009; actives 0.4% (n = 240,000); inhibition, % at 6.5 µM; AML12 mouse hepatocytes, oleate lipid droplets;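 active = lipid droplet intensity inhibited by at least 50%, with more than 500 cells counted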
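Technique: fluorescence imaging, 20x objective, two fields per well / Assay system: AML12 hepatocytes (mouse) / Measure: % inhibition of lipid droplet signal / Doses: 6.5 µM single-point dosing / Incubation: overnight exposure / Reagent: 100 µM oleic acid challenge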
West Nile virus CPE: West Nile virus antiviral activity, cell-based, CPE readout (AID 1621); West Nile virus-infected cells, CPE inhibition; higher % means a stronger effect; actives 0.02% (n = 290,000); one-dose CPE inhibition, % at 10 µM; IC50 in µM for titrated hits; in the data active = a potency from the dose series; note: strong numbers were not always called active
WT yeast gro inh: growth inhibition of WT strain, primary screen, mitochondrial fusion inhibitor project, WT and mutant strains, chemical genetic. mitochondrial fusion phenotypic screen. inhibition, % at 10 µM. actives 2.1% (n = 190,000). AID 1362, 2008; in the data active = inhibition above about 58%; tested in S. cerevisiae
WT yeast gro inh mutant strain: also measured in WT yeast gro inh; calls as there; inhibition, %; mitochondrial fusion phenotypic screen, mutant strain inhibition
Insulin prom up cell count: also measured in Insulin prom up; calls as there; cell count; measured here: cytotoxicity, nuclei count;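 total cells summed across four imaged fields per well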
Hep lipid drop cells 6.5 µM: recorded beside Hep lipid drop, whose call it bears; cell count; measured here: cell count, cytotoxicity flag;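 cells counted across two imaged fields per well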
b-catenin transl cell count 5 µM: also measured in b-catenin transl; calls as there; cell count; measured here: cell count, cytotoxicity flag
T cell HTS vesicle-bound %: also measured in T cell HTS; calls as there; double positive events, %; measured here: CD8+ vesicle-bound cell fraction;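 binding gate set so that unloaded-vesicle control wells show 10% double positive cells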
MT stabilize HCS Hoechst-high %: further read-out of MT stabilize HCS, marked with its call; % Hoechst-high responders; measured here: nuclear condensation Hoechst responders;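 share of cells brighter than vehicle mean plus two SD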
MT stabilize HCS cytotoxicity %: second read-out of MT stabilize HCS, no call of its own (marks repeat the call); toxicity, %; measured here: cytotoxicity by cell density;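 0% = mean cell density of plate MIN control wells and 100% = no cells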
Autophagy HCS cell loss 18 h: also measured in Autophagy HCS; calls as there; toxicity, %; measured here: cell loss, nuclei count;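 cell loss after 18 h compound exposure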
Myeloid diff MLP GFP+ MAC1+ %: also measured in Myeloid diff MLP; calls as there; GFP+ MAC1+ double positive, %; measured here: differentiation confirmed by MAC1 staining
* hit, by the source's call; i = inactive; · = no result given. Compounds as they come, and some 3.9% of all compounds hit somewhere here.

| SMILES | Insulin prom up | Insulin prom up cell count | b-catenin transl | b-catenin transl cell count 5 µM | Myeloid diff MLP | Myeloid diff MLP GFP+ MAC1+ % | Autophagy HCS | Autophagy HCS cell loss 18 h | T cell HTS | T cell HTS vesicle-bound % | MT stabilize HCS | MT stabilize HCS Hoechst-high % | MT stabilize HCS cytotoxicity % | Hep lipid drop | Hep lipid drop cells 6.5 µM | West Nile virus CPE | WT yeast gro inh | WT yeast gro inh mutant strain |
| --- | --- | --- | --- | --- | --- | --- | --- | --- | --- | --- | --- | --- | --- | --- | --- | --- | --- | --- |
| O=C(CSc1nc2c(c(=O)n1-c1ccc(Cl)cc1)SCC2)Nc1ccc2c(c1)OCCO2 | 0.08 | 1886 | -0.3 | 1081 | i | 3.4 | i | -8.2 | i | 39.0 | 1.1 | 2.6 | 8.7 | -11.9 | 635 | -0.1% | 6.3 | 0.0 |
| CCc1ccc(CCC(=O)Nc2ccccc2C(=O)O)o1 | -0.28 | 1520 | 0.9 | 1319 | i | 8.1 | i | -7.3 | i | 20.5 | 3.2 | 1.9 | 2.2 | · | · | 0.0% | 77.3* | 3.8* |
| Cc1ccc(N2C(=O)c3ccc(C(=O)O)cc3C2=O)c(C)c1 | 0.05 | 1074 | 1.8 | 433 | i | 0.5 | i | -4.6 | i | 36.8 | 2.2 | 1.1 | 0.6 | 12.4 | 514 | 0.0% | 11.6 | 3.4 |
| O=C(c1ccc(N2C(=O)C3CC=C(Cl)CC3C2=O)cc1)N1CCOCC1 (stereo not drawn) | 0.32 | 1506 | 0.6 | 1536 | i | 0.2 | i | 3.9 | i | 38.7 | 2.4 | 3.1 | 10.5 | -0.7 | 636 | 1.2% | -6.1 | -4.0 |
| CN(CCc1cn[nH]c1)C(=O)CC1C(=O)NCCN1Cc1cccc(Oc2ccccc2)c1 (stereo not drawn) | 0.51 | 1468 | 0.9 | 940 | i | 0.9 | i | -33.2 | i | 37.5 | 2.3 | 2.5 | 1.6 | 1.3 | 727 | -0.5% | 0.9 | 0.6 |
| CC(=O)N=C1SC2CS(=O)(=O)CC2N1c1ccccc1Cl (stereo not drawn) | -0.06 | 1011 | 1.3 | 1158 | i | 0.3 | i | -2.8 | i | 7.9 | 4.4 | 3.5 | 6.8 | · | · | 0.2% | 1.4 | 10.6 |
| Cc1ccc(NC(=O)CN(C)C(=O)c2nn(C)c(=O)c3ccccc23)cc1 | 0.55 | 1364 | -1.0 | 1391 | i | 0.3 | · | · | i | 26.9 | · | · | · | 1.6 | 685 | -0.5% | · | · |
| CCOC(=O)N(NC(=O)C(O)(CC(C)C)CC(C)C)c1ccccc1 | 0.46 | 1510 | -0.8 | 943 | i | 0.5 | i | 23.4 | i | 41.8 | 4.9 | 1.9 | 1.8 | -8.7 | 664 | -1.2% | 7.5 | 4.5 |
| COC(=O)c1cc(OC)nc(OC)c1 | -0.28 | 1373 | -0.7 | 1103 | i | 0.2 | · | · | i | 7.4 | · | · | · | 0.7 | 722 | 0.0% | · | · |
| Cc1ccn(CCC(=O)N2CCCC(CCC(=O)N3CCN(c4ccccn4)CC3)C2)n1 (stereo not drawn) | 1.68 | 1418 | -1.3 | 1075 | i | 0.3 | i | -6.5 | i | 36.5 | 4.8 | 1.8 | 4.9 | 22.0 | 717 | -0.3% | -18.4 | -8.8 |
| Cc1ccc(NC(=O)C2CCN(S(=O)(=O)c3cccc4nonc34)CC2)nc1 | -0.49 | 1353 | 2.1 | 1142 | i | 0.6 | i | 28.8 | i | 30.5 | 4.1 | 2.2 | 0.8 | · | · | 0.7% | 23.1 | 6.8 |
| O=C(OCc1nnc(-c2ccc(Br)cc2)o1)c1cncc(Br)c1 | 0.85 | 1548 | -3.3 | 899 | i | 0.2 | i | 12.2 | i | 31.5 | 3.4 | 1.2 | 10.5 | -1.4 | 662 | -0.1% | 10.2 | 15.2 |
| NC(=O)C1=C[C@@H](c2coc3ccccc3c2=O)C[C@@H](OCc2ccc(CO)cc2)O1 | -1.05 | 1379 | -1.2 | 1007 | i | 1.1 | i | 8.8 | i | 26.7 | 1.2 | 1.5 | 2.6 | -3.5 | 702 | · | 3.9 | 1.9 |
| Cc1c(C)c2ccc(OCC(=O)N3CCN(c4ccccc4)CC3)cc2oc1=O | · | · | · | · | i | 0.7 | · | · | i | 31.6 | · | · | · | -3.5 | 767 | -0.1% | · | · |
| O=S(=O)(c1cc(Cl)ccc1Cl)N1CCN2CCCC2C1 (stereo not drawn) | · | · | · | · | i | 0.7 | · | · | i | 48.2 | · | · | · | -4.9 | 832 | -0.1% | · | · |
| COCc1nc2oc3ccccc3c(=O)c2cc1C(=O)OC | · | · | · | · | i | 0.9 | · | · | i | 48.3 | · | · | · | 14.4 | 801 | -0.6% | · | · |
| Nc1c(Br)c(=O)[nH]c(=O)n1-c1ccc(F)cc1 | · | · | · | · | i | 0.1 | · | · | i | 50.1 | · | · | · | -4.2 | 845 | 0.0% | · | · |
| COc1ccc(CCNC(=O)C2CCN(S(=O)(=O)c3ccc(OC)c(OC)c3)CC2)cc1OC | · | · | · | · | i | 0.1 | · | · | i | 60.1 | · | · | · | -5.6 | 896 | -0.1% | · | · |
| CCCCN1C(=O)/C(=C2/Sc3ccc(OC)cc3N2CC)SC1=S | · | · | · | · | i | 0.7 | · | · | i | 13.8 | · | · | · | 6.0 | 804 | -0.2% | · | · |
| CCCC(=O)Nc1ccccc1Sc1ncnc2scc(-c3ccccc3)c12 | -0.05 | 1211 | · | · | i | 0.5 | i | -1.9 | i | 54.4 | 2.0 | 1.7 | 10.9 | 4.0 | 730 | -0.6% | 17.8 | 6.2 |
| Cc1cc(NS(=O)(=O)c2ccc(Nc3nc(-c4sc(C)nc4C)cs3)cc2)no1 | 0.01 | 885 | · | · | · | · | i | -1.8 | · | · | 2.6 | 1.6 | 5.8 | 0.3 | 783 | 0.0% | -2.3 | -8.1 |
| Cc1nc2ccc(C(=O)Nc3ccccc3Cl)cc2s1 | · | · | · | · | i | 0.7 | · | · | i | 51.6 | · | · | · | -6.8 | 822 | 0.1% | · | · |
| Cc1ccc2c(c1)C1CN(C)CCC1N2C(=O)COc1ccc(N(C)C(=O)C(C)(C)C)cc1 (stereo not drawn) | 0.94 | 910 | -0.8 | 1120 | i | 0.4 | i | 8.9 | i | 39.5 | 7.9 | 2.1 | 8.6 | -7.8 | 693 | -0.8% | 0.0 | 6.8 |
| O=c1c2[nH]c3ccccc3c2ncn1CCN1CCOCC1 | -0.41 | 924 | -2.3 | 1150 | i | 1.0 | i | -4.3 | i | 25.8 | 1.8 | 1.4 | 10.9 | · | · | 1.0% | -7.0 | -1.3 |
| CNC(=O)/C(C#N)=C1\SC(Cc2ccc(F)cc2)C(=O)N1c1ccccc1C (stereo not drawn) | -0.8 | 1016 | 0.0 | 1330 | i | 0.3 | · | · | i | 15.7 | · | · | · | -41.2 | 438 | -0.7% | · | · |
| Cc1cc(C)nc(SCC(=O)N2CCC(C(N)=O)CC2)n1 | 0.51 | 1330 | · | · | i | 6.9 | i | -1.0 | i | 53.8 | 3.1 | 2.5 | 6.6 | 2.3 | 661 | 0.4% | 7.1 | 15.7 |
| CN1c2ccccc2Oc2nnc(Cl)cc21 | 0.19 | 1474 | 0.6 | 1427 | i | 0.0 | i | -8.8 | i | 64.5 | 5.8 | 2.0 | 2.8 | 6.0 | 722 | 1.1% | -26.3 | 12.3 |
| O=C(O)CCCN1C(=O)C2C3c4ccccc4C(c4ccccc43)[C@@H]2C1=O (stereo partly drawn) | · | · | · | · | i | 0.4 | · | · | i | 28.9 | · | · | · | -10.0 | 400 | 0.6% | · | · |
| COc1cccc(C2(c3cccc(OC)c3)CC2C(=O)Nc2ccc(F)cc2)c1 (stereo not drawn) | -0.27 | 1260 | 1.1 | 1153 | i | 0.6 | i | -11.7 | i | 47.7 | 2.3 | 1.9 | 5.7 | -11.1 | 591 | -0.7% | -10.5 | -7.9 |
| O=C(CCCc1nc(-c2ccccc2Cl)no1)N1CCOCC1 | 0 | 1555 | -2.7 | 1078 | i | 0.6 | i | -23.7 | i | 38.8 | 2.7 | 1.8 | 4.8 | 0.8 | 701 | -0.3% | 0.0 | 2.9 |
| O=C(CC(c1ccccc1)c1ccccc1)Nc1ccc(Cl)cn1 | 0.29 | 1006 | -3.8 | 1120 | i | 1.2 | i | 26.3 | i | 43.9 | 53.0* | 35.6* | 33.6* | -22.8 | 792 | -0.3% | 28.7 | 30.2 |
| Cc1cc(=O)oc2cc(OCC(=O)Nc3ccc(N4CCC(C)CC4)cc3)ccc12 | · | · | · | · | i | 6.3 | · | · | i | 20.5 | · | · | · | 12.0 | 744 | -0.1% | · | · |
| C=CCc1cccc(/C=N/NC(=O)CNc2ccccc2OC)c1O | -0.26 | 1335 | -0.6 | 1042 | i | 0.2 | i | 4.1 | i | 43.3 | 4.2 | 2.0 | 4.7 | 4.4 | 753 | · | -3.5 | 1.7 |
